Assay outcomes (PubChem)
PLK1 kinase inh – PLK1 (human) kinase inhibition. P53350. recombinant PLK1 kinase, TR-FRET peptide phosphorylation. inhibition, % at 10 µM. 97,000 compounds, 0.53% hits. AID 619;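 active = inhibition of 50% or more in the single-concentration screen; inactive = inhibition below 50%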;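 note: 0% = DMSO max control and 100% = H-89 dihydrochloride min control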
PLK1 PBD inh – inhibitors of human Plk1 polo box domain binding | Plk1 PBD phosphopeptide binding, fluorescence polarization | inhibition, %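 (tested at about 20 µM)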 | 97,000 compounds, 0.13% hits | AID 693; in the data active = inhibition above about 34%, passing the limit was not always enough
cytoskel mod – cytoskeleton assembly modification; HUVEC TNFa F-actin phalloidin imaging, high content; 91,000 compounds, 0.18% hits; inhibition, % at 2 µM;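 active = inhibition above the batch mean plus 3 SD and confirmed as a hit by visual image inspection, cut at about 30% in these data, passing the limit was not always enough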; note: strong numbers were not always called active
VCAM1 TNFa inh – reduces TNF alpha induced VCAM1 expression in HUVEC; HUVEC TNFa-induced VCAM-1 immunofluorescence, high-content imaging; AID 802; inhibition, % at 2 µM; 95,000 compounds, 0.48% hits;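 active = inhibition above the batch mean plus 3 SD, with images confirmed as a hit by eye, cut at about 37% in these data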;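 note: 0% = TNF-stimulated DMSO wells and 100% = unstimulated control wells; not every result past the cut was called active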
sEH inhibitor – soluble epoxide hydrolase (human) inhibition | recombinant human sEH enzymatic activity assay | inhibition, % at 2 µM | 91,000 compounds, 0.34% hits | AID 707; in the data active = inhibition above about 80%; note: values of inactives mirror those of a sister screen read the other way; many of its hits are not listed in these tables
Target sequence (P34913 whole entry, looked up): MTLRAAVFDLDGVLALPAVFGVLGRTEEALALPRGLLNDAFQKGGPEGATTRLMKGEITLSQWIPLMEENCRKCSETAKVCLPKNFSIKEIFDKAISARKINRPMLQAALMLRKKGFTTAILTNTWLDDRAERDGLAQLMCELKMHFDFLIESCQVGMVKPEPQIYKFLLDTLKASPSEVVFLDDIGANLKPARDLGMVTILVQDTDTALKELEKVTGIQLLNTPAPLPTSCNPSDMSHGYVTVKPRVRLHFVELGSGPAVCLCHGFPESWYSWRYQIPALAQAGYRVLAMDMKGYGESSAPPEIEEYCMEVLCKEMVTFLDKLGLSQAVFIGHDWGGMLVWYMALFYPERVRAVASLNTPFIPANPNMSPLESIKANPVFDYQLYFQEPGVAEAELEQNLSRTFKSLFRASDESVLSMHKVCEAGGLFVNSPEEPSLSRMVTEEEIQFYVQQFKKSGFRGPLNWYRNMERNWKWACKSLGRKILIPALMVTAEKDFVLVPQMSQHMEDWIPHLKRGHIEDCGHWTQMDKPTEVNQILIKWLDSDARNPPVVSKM
TNFa cytotox – HUVEC cytotoxicity counter-screen, TNF alpha stimulated. cell count reduction, % at 2 µM. HUVEC TNFalpha-stimulated, Hoechst cell count, imaging. 93,000 compounds, 0.17% hits;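 active = cell count reduction exceeding the screen mean by over 5 SD, scaled to untreated wells per plate, cut at about 78% in these data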;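 note: cells counted after 24 h of TNF alpha exposure following the 1 h pretreatment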
Ecoli WT expand – growth inhibitors of E. coli BW25113 wild type | OD600 absorbance | growth inhibition, % at 100 µM | 98,000 compounds, 0.15% hits | AID 710;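 active = growth inhibition above about 50% at one test dose, limit read from the data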;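 note: growth measured after 20 h incubation at 37 °C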
hDAT+cocaine – changed human dopamine transporter uptake under cocaine IC80 | 110,000 compounds, 1.3% hits | LLC-PK1 hDAT cells, [14C]-dopamine uptake with cocaine IC80; actives deviate in either direction | B-score at 10 µM;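 active = Z score or B-score, a plate-position-corrected score, falls beyond the plate's 99.7% confidence bounds, in either direction; inactive = both scores lie inside the 99.7% bounds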;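 note: scored against the spread of the other compound wells on the same plate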
HUVEC tox IL1B – HUVEC cytotoxicity counter-screen, IL-1B stimulated. HUVEC cell count loss, Hoechst imaging. cell count reduction, % at 2 µM. 94,000 compounds, 0.41% hits. AID 845;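 active = cell count reduction more than 3 SD above the screen-wide mean, cut at about 70% in these data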;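 note: normalized per plate to untreated control cells as the no-loss baseline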
Numbers without * were called inactive; / = no result given.

Order of results: PLK1 kinase inh	PLK1 PBD inh	cytoskel mod	VCAM1 TNFa inh	sEH inhibitor	TNFa cytotox	Ecoli WT expand	hDAT+cocaine	HUVEC tox IL1B
CCNC(=O)CN(c1ccc(C)cc1)S(=O)(=O)c1ccccc1
 : -9.5	25.0	/	-9.7	5.1	-13.3	7.0	-0.945	-12.7
COC(=O)c1[nH]c2c(c1C)C(=O)CC(c1cc(OC)ccc1OC)C2 (stereo unspecified)
 : -20.5	24.3	6.2	1.1	-12.7	-1.6	6.0	-0.186	1.8
Cc1c(Cl)cccc1-c1ccc(/C=N/n2cnnc2)o1
 : -0.2	-16.1	-1.9	3.6	6.4	-3.8	-10.0	-0.054	-18.5
CCc1nnc(NC(=O)CCC(=O)O)s1
 : -6.2	12.7	-1.4	15.1	8.2	-24.6	4.0	0.0456	-5.7
CCSc1nc(N2CCOCC2)c2ccccc2n1
 : -10.7	-3.5	11.6	15.9	-8.0	24.6	12.0	-1.03	-2.1
Cc1ccc(C2/C(=C(/O)c3ccc(Br)cc3)C(=O)C(=O)N2Cc2ccco2)o1 (stereo unspecified)
 : -2.3	-4.1	-1.2	-32.2	8.9	-34.2	-3.0	1.13	-70.5
CC(C)CCNC(=O)Cc1ccccc1[N+](=O)[O-]
 : -2.9	-17.0	7.7	-35.8	11.7	-12.6	-8.0	0.0249	-24.2
Cc1cc(C(=O)OCC(=O)c2c(N)n(C)c(=O)n(C)c2=O)c(C)n1-c1ccccc1
 : 2.0	28.3	-0.4	11.8	1.3	-12.1	-5.0	-0.201	-3.1
C=CCOc1c(Br)cc(CNn2nnnc2N)cc1OCC
 : -1.2	-12.4	-17.0	15.5	14.6	31.5	2.0	0.365	-18.5
OC(Cn1cncn1)c1ccc(Cl)cc1Cl (stereo unspecified)
 : -11.5	-21.8	-2.0	-8.1	-3.0	-22.3	9.0	-0.207	-13.5
CCOc1ccc(-c2cn(S(=O)(=O)c3cccc4nsnc34)nc2N)cc1
 : -6.2	-14.4	0.1	1.2	-8.5	6.2	-12.0	-0.429	-14.4
O=S(=O)(c1ccc(F)cc1)N(CCO)CC(O)Cn1c2ccccc2c2ccccc21 (stereo unspecified)
 : -3.2	-4.4	-5.1	21.7	11.7	-9.4	-10.0	-0.221	6.7
O=C(O)CC1NC(=S)N(c2ccccc2)C1=O (stereo unspecified)
 : -12.1	12.4	-1.8	7.2	5.1	3.9	-4.0	/	-6.1
COc1ccc(-c2c(-c3ccc(O)cc3O)n[nH]c2C)cc1OC
 : 38.3	-7.8	10.3	-1.1	26.0	-8.8	3.0	1.81	-1.6
Cc1cc(C)cc(NC(=O)CSc2nnc(CNC(=O)c3cccs3)o2)c1
 : -13.8	-4.1	-7.4	0.7	-1.5	2.9	0.0	-0.451	32.5
CC1CCC2(CC1)NC(CO)(CO)CO2 (stereo unspecified)
 : -6.0	-4.5	-5.0	15.2	6.4	-9.6	/	-1.48	-7.4
COc1ccc(Nc2ncc(C(=O)N3CCC(C(N)=O)CC3)c3ccccc23)cc1
 : -17.2	-4.3	26.6	11.4	9.8	-22.5	4.0	0.795	-9.4
O=C(c1cc2nc(-c3ccco3)cc(C(F)(F)F)n2n1)N1CCc2ccccc2C1
 : -9.9	-18.5	31.2	1.9	-17.9	-37.2	4.0	/	-19.6
Fc1ccc(CSc2nnc(-c3cccnc3)n2Cc2ccco2)cc1
 : -7.0	0.7	19.6	-2.8	-7.5	-16.3	1.0	0.366	2.1
O=S1(=O)CCN2C(c3ccc4c(c3)CCCC4)=CSC2=N1
 : -2.6	-24.4	-8.3	-1.9	/	-4.3	-3.0	0.551	4.7

Profiles as entered above. Values in the order: PLK1 kinase inh	PLK1 PBD inh	cytoskel mod	VCAM1 TNFa inh	sEH inhibitor	TNFa cytotox	Ecoli WT expand	hDAT+cocaine	HUVEC tox IL1B
Entry for CCOc1ccc(-c2cn(S(=O)(=O)c3cccc4nsnc34)nc2N)cc1 : -6.2	-14.4	0.1	1.2	-8.5	6.2	-12.0	-0.429	-14.4
Entry for CCSc1nc(N2CCOCC2)c2ccccc2n1 : -10.7	-3.5	11.6	15.9	-8.0	24.6	12.0	-1.03	-2.1

Further entries
Order of results: PLK1 kinase inh	PLK1 PBD inh	cytoskel mod	VCAM1 TNFa inh	sEH inhibitor	TNFa cytotox	Ecoli WT expand	hDAT+cocaine	HUVEC tox IL1B
Cc1ccc(O)c(NC(=O)c2ccco2)c1
 : -10.6	5.1	-3.6	13.8	-13.3	-29.8	5.0	1.38	6.1
COC(=O)Cn1c(=NC(=O)CSCC(=O)NC2CCCCC2)sc2cc(OC)ccc21
 : -12.2	-7.9	11.2	7.5	0.0	-17.3	-1.0	0.419	20.8
CC1CCc2cc(F)ccc2N1C(=O)c1ccc2c(c1)OCO2 (stereo unspecified)
 : -6.5	2.4	-0.5	-0.7	1.5	-2.8	8.0	-0.617	7.3
CCC(C)NC(=O)CNS(=O)(=O)c1ccc(C)cc1 (stereo unspecified)
 : -10.9	-7.5	-6.7	16.7	1.3	-8.7	/	-0.225	-16.1
CCCN1CCN(CCCNC(=O)CCNC(=O)Cn2ccc3ccccc3c2=O)CC1
 : -7.0	-14.4	0.1	19.5	-9.2	1.5	6.0	-0.219	11.5
O=C(NCc1ccccn1)c1cc2n(n1)C(C(F)(F)F)CC(c1ccco1)N2 (stereo unspecified)
 : -7.2	22.1	9.4	-4.7	-6.4	0.8	-8.0	-1.71	17.5
CC1(C)NC(=O)N(CCSc2ccc(Cl)cc2)C1=O
 : -14.1	11.7	6.1	-0.7	12.3	-29.9	1.0	-1.1	-11.7
Cc1ccc(C)c(OCC(O)CN2C(C)CCCC2C)c1 (stereo unspecified)
 : -5.7	7.3	-2.6	8.9	-1.0	-12.4	1.0	0.544	8.3
Cc1cccc(NC(=O)c2ccccc2C(=O)O)c1
 : -0.1	16.6	-16.4	7.3	16.8	-13.6	1.0	-0.0665	-21.4
COc1ccc(/C=N/n2c(-c3cccs3)n[nH]c2=S)cc1
 : -14.6	-31.7	/	17.0	-1.3	2.0	2.0	0.369	-7.4
COC(=O)CCC(=O)c1oc2ccc(Br)cc2c1N
 : -12.4	25.6	-8.6	-0.9	1.5	-14.7	4.0	-0.019	-19.1
COc1ccc(-c2noc(-c3ccccc3-c3ccccc3)n2)cc1OC
 : -22.6	-10.6	3.6	6.6	0.8	-9.7	-9.0	/	2.8
COCCn1c(SCC(=O)N2CCCc3ccccc32)nc2c(c1=O)SC(C)C2 (stereo unspecified)
 : -24.3	-19.9	7.5	11.5	5.9	-8.1	2.0	0.746	-18.1
COc1ccc(CCN(C(=O)c2cccc(F)c2)C2CC(=O)N(c3ccc(OC)cc3)C2=O)cc1 (stereo unspecified)
 : -10.3	3.3	1.3	-7.8	9.2	-8.1	-9.0	-0.0556	-15.0
CS(=O)(=O)N(CC(=O)Nc1ccc2c(c1)OCO2)c1ccc2c(c1)OCO2
 : 1.8	15.3	-13.4	15.7	-1.5	-10.7	9.0	0.708	-11.6
O=C(Nc1ccccc1F)c1ccco1
 : -1.2	-17.5	-2.7	2.1	4.8	-26.7	/	-0.188	-3.1
CS(=O)(=O)N(CC(=O)N1CCCCCC1)c1ccc(Br)cc1
 : -9.2	13.8	-8.5	-14.2	3.4	-15.9	4.0	-0.968	-1.5
COC(=O)c1cc2sccc2n1Cc1nc(-c2ccc(Cl)cc2)oc1C
 : -1.8	-14.9	24.4	-5.0	0.0	4.4	-18.0	-0.365	14.0
CC1Cc2nc(SCC(=O)NCC3CCCO3)n(Cc3ccccc3)c(=O)c2S1 (stereo unspecified)
 : -14.5	-21.8	20.4	-3.2	3.4	-19.3	/	2.41	36.6
CC1CCC2C(=O)N(c3ccccc3OC(=O)c3ccccc3)C(=O)C2C1 (stereo unspecified)
 : -8.0	-17.9	-21.3	0.7	-4.9	10.4	-17.0	/	-16.1
OC1(c2ccc(F)cc2)CCN(Cc2nnnn2Cc2cccs2)CC1
 : -6.9	-41.7	45.5	6.3	-3.0	-13.1	5.0	0.517	37.5
COc1ccc(N2CCN(c3ncnc4c3[nH]c3ccccc34)CC2)cc1
 : -0.2	-11.3	10.7	18.0	8.3	23.2	-2.0	-0.918	5.4
Cc1ccc(-c2nc(CS(=O)CC(=O)NC3CCCC3)c(C)o2)cc1 (stereo unspecified)
 : 62.6*	-5.0	/	/	/	/	1.0	-0.212	/
c1ccc(-c2n[nH]c3c2CCC3)cc1
 : -3.6	-27.5	-19.6	9.0	-19.4	-13.1	17.0	-0.728	-5.5
Clc1ccc(Nc2nc(-c3cccnc3)cs2)cc1
 : -4.3	1.1	4.7	13.1	3.1	-17.5	-7.0	1.16	-7.9
COc1cc(OC)c(OC)cc1CN1CCN(S(=O)(=O)c2ccc(F)cc2)CC1
 : -23.7	17.6	-2.7	-21.7	-3.8	-8.7	-1.0	1.55	-44.7
CCOC(=O)C(C)Sc1nc2ccccc2c(=O)n1CC1CCCCC1 (stereo unspecified)
 : 4.0	15.6	-4.2	-11.0	-6.3	8.5	10.0	-1.15	6.0
CCOC(=O)c1ccc(NC(=O)CC2NCCNC2=O)cc1 (stereo unspecified)
 : -10.8	20.9	-3.1	6.1	6.3	6.0	-3.0	-0.678	-23.9
COc1ccc(C2CCCN2C(=O)Nc2ccc(Cl)cc2)cc1OC (stereo unspecified)
 : -3.3	18.6	2.5	16.9	95.0*	-36.7	2.0	0.304	-11.5
COc1cccc(CNC(=O)C(CCSC)NS(=O)(=O)c2ccc3c(c2)oc(=O)n3C)c1 (stereo unspecified)
 : 2.3	8.6	13.7	2.2	-2.3	-12.9	-3.0	0.0908	4.4
COc1c(Cl)cc(Cl)cc1C(=O)n1nc(C)cc1C
 : -7.6	-6.3	4.9	16.9	-1.6	-51.2	/	0.0543	-34.0
COc1ccc(OC)c(NC=C2C(=O)OC(C)(C)OC2=O)c1
 : -15.7	-8.1	20.6	12.4	4.9	-28.4	10.0	0.814	-9.5
CCc1cc(=O)oc2cc(C)c(CN3CCCC3)c(O)c12
 : 16.9	29.2	-7.1	17.7	-1.0	-2.0	-2.0	-0.0363	-2.4
CCCn1nc(NC(=O)C2CCCO2)c2cc3cc(C)ccc3nc21 (stereo unspecified)
 : 0.7	-20.1	-7.8	12.4	-5.1	-19.2	-2.0	0.445	-137.6
CN(CC(=O)NCc1cccc(F)c1)C(=O)c1ccco1
 : -5.4	-22.2	-12.3	-0.1	0.6	-5.5	21.0	-0.0914	-2.4
O=c1c2ccccc2nc(-c2ccc(Cl)cc2)n1C1CCS(=O)(=O)C1 (stereo unspecified)
 : -7.3	-9.3	15.8	6.6	-1.3	-23.4	/	-0.853	/
Cc1ccc(OCCOCCNC(C)C)c(Br)c1
 : -13.4	-28.5	-16.0	26.5	11.4	-13.9	3.0	-1.17	-10.4
Cc1nc(SCC(N)=O)[nH]c(=O)c1CCC(C)C
 : -3.5	-4.8	/	24.1	4.1	-9.3	2.0	0.099	-4.3
CC(=O)Nc1ccnc(-c2cccnc2)n1
 : 5.1	-20.2	3.1	7.7	10.1	-10.7	20.0	0.0203	-16.3
CC1CCN(C(=O)C(Cc2ccccc2)NS(=O)(=O)c2ccc3c(c2)oc(=O)n3C)CC1 (stereo unspecified)
 : -8.4	0.7	14.1	14.3	5.5	-15.8	2.0	0.176	-8.8
Cc1cc(C)c(S(=O)(=O)Nc2ccc(O)cc2)cc1C
 : -12.6	-2.6	-15.7	-1.1	-4.8	-2.5	12.0	0.825	-9.1
CC(C)OP(=O)(OC(C)C)C1(O)C(=O)Nc2ccccc21 (stereo unspecified)
 : -1.8	-15.9	0.7	-2.4	2.8	-29.2	3.0	1.08	4.2
COC(=O)Nc1ncc(CN2C(=O)c3ccccc3C2=O)s1
 : -14.1	15.8	1.3	2.1	4.9	-18.4	8.0	-0.0364	-5.9
CCOc1ccc(Cc2nc(N)nc(N)n2)cc1
 : -13.8	-0.8	-12.3	0.3	7.1	-5.8	3.0	-0.481	-14.9
